Bioassay records (PubChem BioAssay)
Glioma ERSR ind: qHTS for Inducers of the Endoplasmic Reticulum Stress Response (ERSR) in Human Glioma: qHTS | U87-MG GRP78 promoter luciferase reporter, 16 h | Potency, µM, for the others: at the highest dose activation, usual class: activators | 0.02% of 420,000 active | AID 602332, 2012; further: potency means the concentration at half of the fitted maximal effect; series mostly up to about 76 µM; % of control where 0% means no effect; nearly all actives have a fitted effect of over 35% in size
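ERSR induction read as luciferase luminescence (Bright-Glo, 10 min at room temperature) in stably transfected human U87-MG glioma cells exposed to compounds for 16 h, using GRP78 as sensor.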
RGS4 inh: Inhibitors of Regulator of G Protein Signaling (RGS) 4: qHTS; Regulator of G-protein signaling 4 (Homo sapiens), P49798; Transcreener GDP fluorescence polarization, RGS4-accelerated GTP hydrolysis; Potency, µM (doses to about 114 µM), inactives show top-dose activity change, negative = inhibition, actives largely listed as inhibitors; 0.039% of 390,000 active; further: potency means the concentration at half of the fitted maximal effect; on the % scale 0 is the no-effect control and ±100 the full control effect; nearly all actives have a fitted effect of over 75% in size; some results filed as inactive show a strong effect at the top dose
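MLSMR compounds (23 nl, pin-transferred) preincubated 10 min at room temperature with a 500nM (2x) first reagent, then RGS4 at 900nM (2x) plus Transcreener GDP mix added; fluorescence polarization (620/688 nm) read before and after 90 min at 30 °C.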
D2 ag: HTS Assay for Allosteric Agonists of the Human D2 Dopamine Receptor: Primary Screen for Agonists | D(2) dopamine receptor (Homo sapiens), P14416 | HEK293 T-REx D2 cells, calcium flux agonist mode | activation, % at 2 µM | 0.53% of 340,000 active | AID 485358, 2010;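 active means activation over 3 SD above normal in the single-dose calcium agonist read, cut at about 30% in these data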; further: 0% is about no effect
Target sequence (P14416 whole entry, looked up): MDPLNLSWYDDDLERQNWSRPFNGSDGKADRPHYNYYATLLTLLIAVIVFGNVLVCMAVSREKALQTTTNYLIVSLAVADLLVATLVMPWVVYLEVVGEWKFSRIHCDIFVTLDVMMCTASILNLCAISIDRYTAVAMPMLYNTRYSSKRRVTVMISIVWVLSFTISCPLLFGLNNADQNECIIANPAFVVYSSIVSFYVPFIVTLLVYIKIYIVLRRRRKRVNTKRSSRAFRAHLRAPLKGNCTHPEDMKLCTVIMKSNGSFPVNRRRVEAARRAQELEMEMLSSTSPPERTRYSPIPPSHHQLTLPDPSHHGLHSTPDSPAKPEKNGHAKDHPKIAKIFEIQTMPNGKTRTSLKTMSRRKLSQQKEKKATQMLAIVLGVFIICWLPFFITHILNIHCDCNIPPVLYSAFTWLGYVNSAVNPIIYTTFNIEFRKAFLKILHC
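Calcium-flux readout, 1 cycle/sec over 180 s following compound pin transfer, in inducible HEK293 Trex D2 cells (force-coupled); dopamine controls included. Positive calcium responses during this window marked compounds as potential agonists.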
ERG-DNA inh: qHTS for Small Molecule Inhibitors of the ERG Ets/DNA interaction; 0.028% of 370,000 active; Potency, µM (titrated, usually from 76.9 µM), without a hit: at the top dose FP activity, negative = inhibition, most hits filed as inhibitors; fluorescence polarization, His-ERG Ets domain / labelled DNA; active means well fitted inhibition curve with a large enough effect in the polarisation, with a control signal flat; inconclusive means small, poorly fitted or top-dose-only effect, or effect the other way, or a change in a side signal; inactive means no such curve, though single readings can be large or run the other way; the % refers to the polarisation;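 further: polarization taken with two DNA probes labelled with fluorescein and Texas red; potency means the concentration at half of the fitted maximal effect; % of control where 0% means no effect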
Target sequence (P11308 whole entry, looked up, the tested form may be a part): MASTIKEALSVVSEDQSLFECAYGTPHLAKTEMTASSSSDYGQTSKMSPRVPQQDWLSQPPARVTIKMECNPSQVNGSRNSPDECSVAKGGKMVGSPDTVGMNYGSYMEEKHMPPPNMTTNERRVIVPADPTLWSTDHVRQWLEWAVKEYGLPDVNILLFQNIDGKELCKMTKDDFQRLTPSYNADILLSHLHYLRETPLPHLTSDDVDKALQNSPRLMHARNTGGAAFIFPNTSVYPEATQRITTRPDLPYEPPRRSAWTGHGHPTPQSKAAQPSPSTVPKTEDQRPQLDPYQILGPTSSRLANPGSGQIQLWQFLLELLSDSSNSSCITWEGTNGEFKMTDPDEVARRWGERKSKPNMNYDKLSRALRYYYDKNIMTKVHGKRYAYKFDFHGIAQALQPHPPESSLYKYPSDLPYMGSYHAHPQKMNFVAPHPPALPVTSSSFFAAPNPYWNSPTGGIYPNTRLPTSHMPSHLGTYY
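His-tagged ERG Ets domain (1 uM in the protein solution; 300mM KCl, 50mM Tris-HCl, 1mM EDTA, 1mM DTT, pH 7.5) received compound, then a probe mix of 5 nM fluorescein-DNA and 100nM Texas-615-DNA. Fluorescence polarization was read for both dyes.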
ALOX12 inh: Primary qHTS assay for inhibitors of human arachidonate 12S-lipoxygenase (ALOX12): Round 2; Polyunsaturated fatty acid lipoxygenase ALOX12 (Homo sapiens), P18054; purified 12hLO, xylenol orange hydroperoxide absorbance; Potency, µM (doses to about 108 µM), without a hit: at the top dose activity change, negative = inhibition, most hits filed as inhibitors; 1.1% of 580,000 active; further: potency means the concentration at half of the fitted maximal effect; on the % scale 0 is the no-effect control and ±100 the full control effect
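Purified human 12hLO at 150 nM in 25 mM Hepes, 0.01% Triton X-100, pH 7.0, preincubated 15 min at room temperature with compound. Reaction started with 40 uM arachidonic acid, 30 min at room temperature. Hydroperoxide measured by Fe-xylenol orange, 573/405 nm absorbance ratio.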
D2 antag: HTS Assay for Allosteric Antagonists of the Human D2 Dopamine Receptor: Primary Screen for Antagonists. HEK293 TREx D2 cells, calcium flux, dopamine EC80. inhibition, % at 10 µM. D(2) dopamine receptor (Homo sapiens), P14416. 2% of 340,000 active; in the data active means inhibition above about 30%; further: 0% is about no effect
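In this primary screen, negative modulation is detected by tracking calcium flux after an EC80 dopamine challenge in inducible HEK293 T-REx D2 cells preexposed to test compound for 180 s.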
Vif-A3F inh: qHTS for Inhibitors of Vif-A3F Interactions: qHTS; Potency, µM (titrated, usually from 46.1 µM), for inactives: top-dose activity, negative = active; HeLa A3F-eYFP + Vif (tagged APOBEC3F with the HIV-1 protein that degrades it), YFP fluorescence increase; 0.2% of 390,000 active; further: potency means the concentration at half of the fitted maximal effect; % of control where 0% means no effect; nearly all actives have a fitted effect of over 65% in size
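HeLa cells stably expressing A3F-eYFP plus Vif, plated and incubated overnight at 37 deg C, then exposed to compounds overnight at 37 deg C. Blocked degradation read as raised yellow fluorescence (Ex 488/Em 500-530).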
LDHA block: qHTS assay for inhibitors of human lactate dehydrogenase | L-lactate dehydrogenase A chain (Homo sapiens), P00338 | purified LDHA, NADH/diaphorase-resazurin fluorescence; active compounds read low | activity change, % (values are at about 110 or 230 µM) | 0.15% of 480,000 active | AID 1347041, 2019; in the data active means activity change below about -30%; inconclusive means mostly about -25% to -30%;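 further: plate controls were DMSO wells for no effect and wells without enzyme for full effect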
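Human LDH5 at 2 nM final in Tris HCl pH 7.4 with 0.06 mM NADH and 0.2 mM pyruvate, reacted 5 minutes at room temperature. Remaining NADH coupled via diaphorase/resazurin; resorufin fluorescence read at 0 and 20 minutes, normalized to enzyme-free and DMSO wells.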
Vif-APOBEC3G blk: qHTS for Inhibitors of Vif-A3G Interactions: qHTS. DNA dC->dU-editing enzyme APOBEC-3G (Homo sapiens), Q9HC16. HeLa A3G-eYFP + Vif (tagged APOBEC3G with the HIV-1 protein that degrades it), YFP fluorescence, overnight. Potency, µM (titrated, usually from 46.1 µM), for the others: at the top dose activity, negative = active, usual class: inhibitors. 0.076% of 410,000 active. AID 602310, 2012;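 further: potency means the concentration at half of the fitted maximal effect; on the % scale 0 is the no-effect control and ±100 the full control effect; nearly all actives have a fitted effect of over 60% in size; hits raise eYFP signal because A3G escapes Vif-driven loss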
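Read-out is eYFP fluorescence (Ex 488/Em 500-530) from Vif-expressing HeLa A3G-eYFP cells; more signal means A3G escaped Vif-mediated degradation. Cells plated overnight, compound pinned in, incubated overnight at 37 deg C.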
Starred values were filed as active, the others as inactive; [ ] = remark or other dose. Unless noted, the call rests on the fitted dose curve; in most records, active means well fitted curve in the direction sought with a large enough effect; inconclusive means small, poorly fitted or top-dose-only effect, or another doubt; inactive means no such curve, though single readings can be large; an effect the other way counts as inactive or inconclusive.

Sample of the layout (2 entries):
For COc1cc2c(cc1OC)-c1cc(NC3CCCC3)nc(=O)n1CC2 the results were Glioma ERSR ind -2%, RGS4 inh -22%, D2 ag 0.8, ERG-DNA inh -6%, ALOX12 inh -3%, D2 antag -12, Vif-A3F inh -4%, LDHA block -3 and Vif-APOBEC3G blk -7%.
CC(C)(O)C(=O)NNC(=S)Nc1cccc(C(F)(F)F)c1 was read as Glioma ERSR ind -6%, RGS4 inh -20%, D2 ag -0.2, ERG-DNA inh 1%, ALOX12 inh -1%, D2 antag -25, Vif-A3F inh 5%, LDHA block -3 and Vif-APOBEC3G blk 2%.

Results, repeating the preview:
For COc1cc2c(cc1OC)-c1cc(NC3CCCC3)nc(=O)n1CC2 the results were Glioma ERSR ind -2%, RGS4 inh -22%, D2 ag 0.8, ERG-DNA inh -6%, ALOX12 inh -3%, D2 antag -12, Vif-A3F inh -4%, LDHA block -3 and Vif-APOBEC3G blk -7%.
CC(C)(O)C(=O)NNC(=S)Nc1cccc(C(F)(F)F)c1 was read as Glioma ERSR ind -6%, RGS4 inh -20%, D2 ag -0.2, ERG-DNA inh 1%, ALOX12 inh -1%, D2 antag -25, Vif-A3F inh 5%, LDHA block -3 and Vif-APOBEC3G blk 2%.
For CCOc1ccc2nc(NC(=O)c3ccccn3)sc2c1 the results were Glioma ERSR ind -9%, RGS4 inh -9%, D2 ag -0.5, ERG-DNA inh 5%, ALOX12 inh 11%, D2 antag 3, Vif-A3F inh -15%, LDHA block 7 and Vif-APOBEC3G blk -1%.
`CCCCN1C(=O)C(=O)c2cc(Cl)ccc21` gave Glioma ERSR ind -5%, RGS4 inh inconclusive, ERG-DNA inh 11%, ALOX12 inh inconclusive, Vif-A3F inh -6%, LDHA block 16 and Vif-APOBEC3G blk inconclusive.
`CCN1CCCC1CN(Cc1cc2ccc(C)c(C)c2[nH]c1=O)C(=O)Nc1ccccc1OC` (configuration not stated) gave Glioma ERSR ind -4%, RGS4 inh -33%, D2 ag 0.3, ERG-DNA inh -4%, ALOX12 inh 0%, D2 antag 6, Vif-A3F inh 0%, LDHA block 6 and Vif-APOBEC3G blk -6%.
`Cc1nc(SCc2cccc(F)c2)c2oc3ccccc3c2n1` gave Glioma ERSR ind -3%, RGS4 inh 4%, D2 ag 1.0, ERG-DNA inh 17%, ALOX12 inh -2%, D2 antag -4, Vif-A3F inh 12%, LDHA block -3 and Vif-APOBEC3G blk -4%.
O=C(NCCCN1CCCC1=O)C(=O)NCC1OCCCN1S(=O)(=O)c1ccccc1 (configuration not stated) was read as Glioma ERSR ind 0%, ALOX12 inh -9%, Vif-A3F inh -8%, LDHA block 0 and Vif-APOBEC3G blk 0%.
For C=CCNC(=O)c1cccc(Br)c1 the results were Glioma ERSR ind 0%, RGS4 inh -4%, D2 ag 0.4, ERG-DNA inh -1%, ALOX12 inh 3%, D2 antag -1, Vif-A3F inh 0%, LDHA block -4 and Vif-APOBEC3G blk -7%.
`COc1ccc(C(=O)NNC(=O)CSc2nnc(-c3cccnc3)n2C)cc1` gave Glioma ERSR ind -3%, RGS4 inh 22%[56.9 µM], D2 ag 1.5, ERG-DNA inh 3%, ALOX12 inh inconclusive, D2 antag 10, Vif-A3F inh -4%, LDHA block -1 and Vif-APOBEC3G blk -1%.
`O=C(CCNC(=O)c1ccc(Br)cc1)Nc1ccccc1N1CCCC1` gave Glioma ERSR ind -4%, RGS4 inh -20%, D2 ag -0.3, ERG-DNA inh -10%, ALOX12 inh -29%, D2 antag -10, Vif-A3F inh 8%, LDHA block -1 and Vif-APOBEC3G blk 2%.
CC(Sc1n[nH]c(N)n1)C(=O)Nc1cccc2ccccc12 (configuration not stated) was read as Glioma ERSR ind -1%, RGS4 inh -28%, D2 ag 0.5, ERG-DNA inh -3%, ALOX12 inh inactive, D2 antag 10, Vif-A3F inh 5%, LDHA block 8 and Vif-APOBEC3G blk 0%.
Cc1cc(C(=O)OCC(=O)NCCC(C)C)c2ccccc2n1 was read as Glioma ERSR ind -4%, RGS4 inh 9%, D2 ag 0.1, ERG-DNA inh -3%, ALOX12 inh 20%, D2 antag -3, Vif-A3F inh -1%, LDHA block -14 and Vif-APOBEC3G blk -4%.
CCN(CC)C(=O)COc1coc(CN2CCN(c3ccccc3)CC2)cc1=O was read as Glioma ERSR ind -6%, RGS4 inh 7%, D2 ag 7.8, ERG-DNA inh 8%, ALOX12 inh -2%, D2 antag 0, Vif-A3F inh 2%, LDHA block 0 and Vif-APOBEC3G blk 1%.
For COc1ccc(-c2cc(NC(C)=O)c3ncc(-c4ccc(OC)c(OC)c4)n3c2)c(OC)c1 the results were Glioma ERSR ind inconclusive, ALOX12 inh inconclusive, LDHA block 6 and Vif-APOBEC3G blk inconclusive.
COC(=O)c1cc(C)nc2c1c(=O)nc(SCc1cccc(C(F)(F)F)c1)n2C1CC1 was read as Glioma ERSR ind -4%, RGS4 inh 34%, D2 ag -1.0, ERG-DNA inh 1%, ALOX12 inh -19%, Vif-A3F inh 6%, LDHA block -5 and Vif-APOBEC3G blk 1%.
CN(Cc1ccccc1)c1nc2c(S(=O)(=O)c3cccc(Cl)c3)nnn2c2ccsc12 was read as Glioma ERSR ind -3%, RGS4 inh -23%, D2 ag 0.2, ERG-DNA inh 5%, ALOX12 inh inconclusive, Vif-A3F inh 3%, LDHA block -9 and Vif-APOBEC3G blk -1%.
Screening OC[C@@H]1CN(Cc2cccc3ccccc23)C[C@H](n2cnc3c(NCc4ccco4)ncnc32)O1 returned Glioma ERSR ind -1%, ALOX12 inh 35µM*, LDHA block -4 and Vif-APOBEC3G blk -1%.
`COc1ccccc1N1CCN(S(=O)(=O)c2cc3c(cc2C)NC(=O)CO3)CC1` gave Glioma ERSR ind -5%, RGS4 inh -3%, D2 ag 0.1, ERG-DNA inh -5%, ALOX12 inh -2%, D2 antag -1, Vif-A3F inh -9%, LDHA block -3 and Vif-APOBEC3G blk -4%.
For O=C(Nc1ccc(Cl)cc1)NC1CCCc2ccccc21 (configuration not stated) the results were Glioma ERSR ind 9%, RGS4 inh 30%, D2 ag -0.5, ERG-DNA inh 3%, ALOX12 inh -12%, D2 antag 0, Vif-A3F inh -2%, LDHA block -7 and Vif-APOBEC3G blk -16%.
O=C(O)c1ccccc1C(=O)Nc1ccc(Oc2cccc(C(F)(F)F)c2)nc1 was read as Glioma ERSR ind -1%, RGS4 inh 1%, D2 ag 0.3, ERG-DNA inh 12%, ALOX12 inh 345%[activator], D2 antag -10, Vif-A3F inh -1%, LDHA block -3 and Vif-APOBEC3G blk -1%.
Screening COC(=O)c1ccc(/C=N/NC(=O)C(=O)NCC2CCCO2)cc1 (configuration not stated) returned Glioma ERSR ind -2%, RGS4 inh -15%, D2 ag 0.6, ERG-DNA inh 6%, ALOX12 inh 2%, D2 antag 18, Vif-A3F inh 9%, LDHA block -3 and Vif-APOBEC3G blk -2%.
CNc1nc(SC(C)C(=O)Nc2ccc(Cl)c(Cl)c2)nc(N2CCOCC2)n1 (configuration not stated) was read as Glioma ERSR ind -8%, RGS4 inh -1%, D2 ag 1.4, ERG-DNA inh -1%, ALOX12 inh -1%, D2 antag -17, Vif-A3F inh 6%, LDHA block -1 and Vif-APOBEC3G blk 1%.
For O=C(Nc1ccccc1F)c1ccc(CN2CCN(c3ccccc3)CC2)cc1 the results were Glioma ERSR ind 0%, RGS4 inh -4%, D2 ag 85*, ERG-DNA inh 0%, ALOX12 inh 1%, D2 antag 81*, Vif-A3F inh -2%, LDHA block -4 and Vif-APOBEC3G blk 5%.
`CC1=CC(C)C2C(=O)N(c3ccccc3)NC(=O)C2C1` (configuration not stated) gave Glioma ERSR ind -3%, RGS4 inh 5%, D2 ag 0.8, ERG-DNA inh 2%, ALOX12 inh 7%, D2 antag 1, Vif-A3F inh 1%, LDHA block -5 and Vif-APOBEC3G blk 1%.
Screening C[C@H]1CN([C@@H](C)CO)C(=O)CCCn2nncc2CO[C@H]1CN(C)C(=O)c1cc(-c2ccccc2)on1 returned Glioma ERSR ind -4%, ALOX12 inh 18%, Vif-A3F inh 4%, LDHA block -1 and Vif-APOBEC3G blk -4%.
CC(Nc1n[nH]c(=O)[nH]c1=O)C(=O)N/N=C/c1ccccc1 (configuration not stated) was read as Glioma ERSR ind -2%, RGS4 inh -2%, D2 ag -0.5, ERG-DNA inh -11%, ALOX12 inh 15%, D2 antag 7, Vif-A3F inh -3%, LDHA block -15 and Vif-APOBEC3G blk 1%.
Screening Cc1ccc(S(=O)(=O)NC2CC(C)(C)NC(C)(C)C2)cc1C returned Glioma ERSR ind -2%, RGS4 inh 4%, ERG-DNA inh 4%, ALOX12 inh -10%, Vif-A3F inh 9%, LDHA block 0 and Vif-APOBEC3G blk -2%.

Only part of the results is shown; count on the stated rates, not on these rows.
